# Source: PubChem (several laboratories)
# V-ATPase pH: regulators of yeast V-ATPase proton pumping, primary screen, pHLuorin cytosolic pH fluorescence. S. cerevisiae. response, % at 10 µM. actives 0.37% (n = 350,000). AID 504577, 2011; in the data active = response mostly above about 7.3%, no sharp cut-off; inactive = mostly below about 5.4%; note: actives read high; inactives centre near 0; some compounds called inactive have numbers as strong as hits; reference of the scale not given here
# MOR-DOR inv ag: inverse agonists of MOR-DOR heterodimerization, primary screen, cell-based, luminescence; Mu-type opioid receptor (Homo sapiens) + Delta-type opioid receptor (Homo sapiens), …; cell-based MOR-DOR heterodimer luminescence, inverse agonism; inhibition, % at 9.3 µM; actives 0.21% (n = 340,000); in the data active = inhibition above about 22%, passing the limit was not always enough;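 note: 0% = cells with DMSO and 100% = wells without cells with DMSO; values of inactives mirror those of a sister screen read the other way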
# Target sequence (P35372 whole entry, looked up): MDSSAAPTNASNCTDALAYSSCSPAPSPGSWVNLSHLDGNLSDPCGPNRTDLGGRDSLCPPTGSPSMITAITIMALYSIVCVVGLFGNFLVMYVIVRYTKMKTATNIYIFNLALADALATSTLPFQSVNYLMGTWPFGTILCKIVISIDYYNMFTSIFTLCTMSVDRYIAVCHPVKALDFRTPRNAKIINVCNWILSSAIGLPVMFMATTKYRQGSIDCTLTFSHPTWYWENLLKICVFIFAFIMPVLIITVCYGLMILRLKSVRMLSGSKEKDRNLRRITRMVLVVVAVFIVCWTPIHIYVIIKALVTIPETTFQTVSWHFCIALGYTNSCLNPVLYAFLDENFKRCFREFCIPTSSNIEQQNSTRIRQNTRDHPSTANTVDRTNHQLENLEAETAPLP
# Target sequence (P41143 whole entry, looked up): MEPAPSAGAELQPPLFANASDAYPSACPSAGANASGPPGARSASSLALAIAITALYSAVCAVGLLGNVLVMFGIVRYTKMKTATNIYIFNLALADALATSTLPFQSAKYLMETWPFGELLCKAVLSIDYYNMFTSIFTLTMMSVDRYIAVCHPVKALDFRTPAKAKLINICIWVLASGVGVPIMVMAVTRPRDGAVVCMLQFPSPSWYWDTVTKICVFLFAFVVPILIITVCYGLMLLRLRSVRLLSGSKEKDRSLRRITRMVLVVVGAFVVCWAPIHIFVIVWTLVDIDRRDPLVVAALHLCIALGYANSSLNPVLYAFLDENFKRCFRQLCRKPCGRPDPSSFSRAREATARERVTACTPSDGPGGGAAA
# Keap1-Nrf2 PPI: Keap1-Nrf2 protein-protein interaction inhibitors, primary screen, biochemical, fluorescence polarization, single point. Kelch-like ECH-associated protein 1 (Homo sapiens), Q14145. Keap1 Kelch-Nrf2 peptide fluorescence polarization, 1536-well. inhibition, % at 9.4 µM. actives 0.15% (n = 340,000); in the data active = inhibition above about 12%;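 note: human Keap1 Kelch domain with fluorescein labeled Nrf2 9mer peptide probe; 0% = neutral control wells and 100% = peptide positive control; higher means more block of Keap1 binding to Nrf2 peptide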
# HTR5A inv ctr: HTR5A inverse agonists in luminescence cell assay, primary screen, counter-screen for OPRM1-OPRD1 heterodimer inverse agonist project, full-deck HTS. HTR5A cell line, inverse agonism. inhibition, % at 9.3 µM. actives 0.083% (n = 340,000). AID 504634, 2011; in the data active = inhibition mostly above about 23%, no sharp cut-off; inactive = mostly below about 18%;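 note: 0% = cells with DMSO and 100% = no-cell wells with DMSO; some compounds called inactive have numbers as strong as hits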
# CAL-PDZ inh HTS: untagged CAL PDZ binding inhibitors, primary screen, biochemical, fluorescence polarization, HTS | Golgi-associated PDZ and coiled-coil motif-containing protein (Homo sapiens), Q9HD26 | purified CAL PDZ, TMR-peptide fluorescence polarization, 1 h | inhibition, % at 24.9 µM | actives 0.92% (n = 300,000) | AID 602252, 2012;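 active = mean inhibition of at least 30% with at least half of replicates also reaching 30%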;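 note: 0% = DMSO neutral control and 100% = excess unlabeled competitor peptide PRC23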
# HTR5A ag ctr: HTR5A agonists in luminescence cell assay, primary screen, counter-screen for OPRM1-OPRD1 heterodimer agonist project, full-deck HTS | 5-hydroxytryptamine receptor 5A (Homo sapiens), P47898 | cell-based | activation, % at 9.3 µM | actives 0.61% (n = 340,000); in the data active = activation mostly above about 9.5%, no sharp cut-off; inactive = mostly below about 7.6%;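 note: 0% = cells with vehicle only and 100% = reference agonist; strong numbers were not always called active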
# RTF Ca sens inh: cardiac RTF calcium sensitivity inhibitors, primary screen, biochemical, IANBD-TnC fluorescence, EC70 calcium | actives 0.12% (n = 340,000) | inhibition, % at 7.15 µM | IANBD-labeled cardiac RTF, Ca2+ fluorescence;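 active = inhibition above the mean inhibition of all tested compounds plus 3 SD, cut at about 17% in these data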;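 note: assay run at fixed EC70 calcium of 1.6 mM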
# cardiac RTF act: cardiac RTF calcium sensitivity activators, primary screen, biochemical, IANBD-TnC fluorescence, EC20 calcium; Troponin I, cardiac muscle (Homo sapiens) + Troponin T, cardiac muscle (Homo sapiens) + …; IANBD-labeled TnC RTF fluorescence at EC20 calcium; 0% EC20 calcium, 100% full calcium; activation, % at 7.2 µM; actives 0.24% (n = 340,000);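 active = activation above the mean over all tested compounds plus 3 SD, cut at about 30% in these data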;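 note: rise in fluorescence read as greater calcium sensitivity of cardiac thin filaments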
# OPRM1-OPRD1 ag: agonists of OPRM1-OPRD1 heterodimerization, primary screen, cell-based, luminescence; cells; activation, % at 9.3 µM; actives 0.3% (n = 340,000); AID 504326, 2011; in the data active = activation above about 18%;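 note: 0% = vehicle-treated cells and 100% = reference agonist; values of inactives mirror those of a sister screen read the other way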
# LANA DNA inh: inhibitors of KSHV C-LANA binding to DNA, primary screen, biochemical, fluorescence polarization, FAM-LBS DNA, MBP-C-LANA, single point. inhibition, % at 9 µM. actives 0.078% (n = 340,000). Kaposi's sarcoma herpesvirus LANA C-terminal domain (residues 932-1162) DNA binding;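 active = highest replicate inhibition at or above 60% at 9 µM, even if other replicates fall short; inactive = all replicates below 60% inhibition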;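 note: 0% = neutral control wells and 100% = 4 µM acridine orange control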
# The depositor's hits bear a star; . = not tested or not shown. This is a random part of the collection, and some 2.8% of all compounds hit somewhere here.
SMILES,V-ATPase pH,MOR-DOR inv ag,Keap1-Nrf2 PPI,HTR5A inv ctr,CAL-PDZ inh HTS,HTR5A ag ctr,RTF Ca sens inh,cardiac RTF act,OPRM1-OPRD1 ag,LANA DNA inh
O=C1C=C(c2ccccc2)C[C@H](c2cccs2)[C@H]1n1cnc([N+](=O)[O-])c1,-2,12,-2,-10,-1,1,5,-2,-2.3,0.2
Cc1nc(/N=C\c2ccc(N(C)C)cc2)sc1C,2,7,3,1,4,-3,-7,9,-1.3,3.0
COc1ccc(C(=O)c2ccc(OC)cc2O)c(O)c1,2,-4,-6,-5,2,7,-3,1,0.8,-0.6
CCN(CC)CCOC(=O)c1ccccc1Br,4,9,-6,-4,0,2,-7,4,-1.8,-1.0
O=C(COc1cccc2ccccc12)NCc1cccnc1,-1,14,-3,14,-1,5,-5,6,-2.7,2.4
COc1ccccc1N1CCN(C(=O)CCS(=O)(=O)c2ccc3c(c2)oc(=O)n3C)CC1,-1,22,2,0,-3,5,-10,-4,-4.3,-0.4
COC(=O)c1ccc(CN2CCc3ccccc32)cc1,4,0,0,7,1,-2,2,-9,0.0,1.3
COc1cc(-c2nccc3cc4c(cc23)OCO4)cc(OC)c1OC,3,2,-7,13,-2,-3,0,5,-0.4,0.0
CN(C(=O)COC(=O)c1cc(S(=O)(=O)N2CCCCC2)ccc1N1CCOCC1)C1CCS(=O)(=O)C1 (configuration not stated),-2,6,-7,-7,2,3,-3,-1,-1.1,-9.6
CCOc1ccccc1C(=O)Nc1nnc(Cc2ccc(OC)c(OC)c2)s1,-1,8,-4,-5,-4,1,-4,-4,-1.8,0.1
COc1ccc(C(=O)c2ccc([N+](=O)[O-])cc2)c(OC)c1OC,1,9,1,-1,-3,0,3,-7,-1.9,-1.5
CCOC(=O)C1(C)Oc2ccc(S(=O)(=O)CC)cc2NC1=O (configuration not stated),2,-6,3,0,2,0,-4,11,1.2,0.1
COc1ccc([N+](=O)[O-])cc1NC(=O)C1CCCNC1=O (configuration not stated),0,5,-2,-1,1,0,-5,-6,-1.0,2.4
Cc1ccc(S(=O)(=O)NNC(=O)c2cc3cc4ccccc4nc3s2)cc1,2,-4,-3,1,0,-4,1,-6,0.6,0.8
COc1ccc(CNCC2COc3ccccc3O2)cc1 (configuration not stated),2,-3,-6,-12,9,3,-12,-1,0.6,-0.4
CC(C)c1ccccc1OCCNC(=S)NC(=O)c1cccnc1,-2,-17,-3,5,-2,3,-5,5,3.4,-2.2
O=C(Nc1cccnc1)c1ccccc1Cl,-2,6,6,-10,.,-2,-1,1,-1.1,6.4
COc1ccc(CNC(=O)CCn2c(=O)oc3ccccc32)cc1,-5,14,-1,2,-15,0,-3,8,-2.4,1.2
Cc1ccc(NC(=O)c2ccc(C)c(S(=O)(=O)N3CCOCC3)c2)nc1,4,6,-1,-3,2,1,-12,2,-1.0,-0.6
COc1cc(/C=C2\SC(=S)N(CCC(=O)Nc3ccc(O)cc3)C2=O)cc(OC)c1OC,-1,-59,1,-10,0,3,-3,-6,13,2.9

# Grouped by structure: the entries above with two or more sulfur atoms
SMILES,V-ATPase pH,MOR-DOR inv ag,Keap1-Nrf2 PPI,HTR5A inv ctr,CAL-PDZ inh HTS,HTR5A ag ctr,RTF Ca sens inh,cardiac RTF act,OPRM1-OPRD1 ag,LANA DNA inh
CN(C(=O)COC(=O)c1cc(S(=O)(=O)N2CCCCC2)ccc1N1CCOCC1)C1CCS(=O)(=O)C1 (configuration not stated),-2,6,-7,-7,2,3,-3,-1,-1.1,-9.6
Cc1ccc(S(=O)(=O)NNC(=O)c2cc3cc4ccccc4nc3s2)cc1,2,-4,-3,1,0,-4,1,-6,0.6,0.8
COc1cc(/C=C2\SC(=S)N(CCC(=O)Nc3ccc(O)cc3)C2=O)cc(OC)c1OC,-1,-59,1,-10,0,3,-3,-6,13,2.9

# Later entries:
SMILES,V-ATPase pH,MOR-DOR inv ag,Keap1-Nrf2 PPI,HTR5A inv ctr,CAL-PDZ inh HTS,HTR5A ag ctr,RTF Ca sens inh,cardiac RTF act,OPRM1-OPRD1 ag,LANA DNA inh
O=C(O)c1cnnc2ccccc12,1,16,-6,-8,-8,2,0,15,-3.0,1.0
CC1(C)Cc2c(sc3c2C2=NCCN2C=N3)CO1,3,2,-3,10,-1,2,-2,5,-0.4,0.8
C/C(=N\OC(=O)NC1CCCCC1)c1sc(-c2ccccc2)nc1C,-2,-19,-3,-12,3,3,-8,4,3.6,-1.5
Cc1cn2c(N)c(C=C3C=C(Cl)C(=O)C(Cl)=C3)c(=O)nc2s1,-1,10,-55,3,13,-1,-30,21,-1.9,-7.0
O=C(c1cc(Cl)nc2ccccc12)N1CCN(S(=O)(=O)c2cccc(F)c2)CC1,-3,-1,-1,-17,6,0,4,-2,0.2,-1.7
O=C(Cn1nc(-c2ccc(F)cc2)ccc1=O)Nc1ccc2c(c1)OCCO2,0,13,0,-19,-3,7,-22,-3,-2.4,1.9
CCCc1cc(=O)[nH]c(SCc2ccc(Cl)cc2)n1,2,-11,-3,2,-1,-1,-1,2,2.1,2.0
COc1ccccc1S(=O)(=O)N1CCN(S(=O)(=O)c2cccs2)CC1,-2,10,-2,4,-8,7,-10,5,-2.4,-1.0
COc1ccc(Br)cc1/C(C)=N/NC1=NCCN1,-2,-8,1,-16,0,6,-2,-2,1.6,5.3
O=C(O)c1ccc(NC(=S)NC2CCCCC2)cc1,3,6,0,20,-3,-1,2,-5,-1.4,-0.4
Cc1noc(C)c1S(=O)(=O)N1Cc2ccccc2CC1C(=O)N(C)C (configuration not stated),0,9,-2,-3,-3,1,5,-5,-1.6,-1.3
COc1ccc(-c2csc(N(CCCN3CCOCC3)C(=O)CCl)n2)cc1,-2,20,-5,-37,.,-6,0,2,-3.9,-0.9
O=C(NCCc1c[nH]c2ccccc12)C1Cc2ccccc2CN1C(=O)c1ccco1 (configuration not stated),-4,5,4,2,3,9,-8,-6,-0.9,-1.4
CCC1CCCCN1Cc1ccc(OC)c(C)c1 (configuration not stated),2,9,1,16,-1,4,0,-3,-1.6,0.4
Cc1ccc(Nc2nc(N)nc(CCl)n2)c(C)c1,0,-300,3,-27,1,63*,-3,-9,61*,1.0
COCCCNC(=S)Nc1ccc(C)cc1[N+](=O)[O-],0,14,1,-3,-2,1,0,3,-2.8,1.1
O=C1CC(c2ccc(S(=O)(=O)NCCOc3ccccc3)cc2)CN1 (configuration not stated),-1,11,-1,-22,-3,1,-1,0,-2.0,0.6
Nn1cc(-c2ccccc2)nc1SCC(=O)NCCc1ccccc1,-2,6,-4,-15,-4,6,1,-1,-1.2,0.5
Nc1c(C(=O)O)sc2nc(-c3ccccc3)c3c(c12)CCCC3,-1,6,-2,-7,-3,5,2,-3,-0.9,0.4
Cc1ccc(N2C(=O)Nc3ccc(Br)cc3C2(O)C(=O)NCCN(C)C)cc1C (configuration not stated),0,12,-1,-1,-1,0,-3,0,-2.8,-0.6
CCOc1cc([C@@H]2C[C@H]3CN(c4ccccc4)C(=O)[C@]34CCCN24)ccc1OC,2,-4,-4,4,-5,-1,-16,2,0.9,-0.6
Cc1ccc(/C=C/C(=O)Nc2cc(=O)n(C)c(=O)n2C)o1,0,6,-19,12,-4,3,-14,11,-1.2,0.0
c1cc2c3c(cccc3c1)NC1(CCCCCC1)N2,-1,-6,-5,13,-5,5,0,-10,1.1,-0.4
CCOc1ccc(-c2nnc(NC3=NCCCCC3)o2)cc1,-3,3,2,4,1,1,-1,1,-0.5,1.1
O=C(Cn1ncc2c([nH]c3ccccc32)c1=O)NCC1CCN(Cc2ccc(F)cc2)CC1,-7,4,-2,-37,3,-7,-2,2,-0.8,-2.5
C/C=C/C=C/C(=O)N1CC[C@]23c4ccccc4N[C@H]4N(C)c5cccc6c5[C@]42CCN([C@H]6C2OC2(C)C)[C@H]13 (some centres not stated),2,5,-3,10,2,1,-8,4,-0.9,-2.1
CCCCC(=O)Nc1ccc(Cl)cn1,-5,15,1,-9,-5,4,-5,-2,-2.7,1.6
Cc1nc(SCC(=O)Nc2ccc(F)cc2)c2oc3ccccc3c2n1,-4,8,1,10,-1,2,-199,2,-1.3,-0.7
C/C=C\C=C/C(=O)Nc1cccc(C2=NOC3(C2)C[C@H](C(N)=O)N(C(=O)CC)C3)c1 (some centres not stated),2,10,-8,13,3,-2,7,4,-1.7,2.9
CCOc1ccc(Cc2n[nH]c(=S)n2Cc2ccccc2)cc1,1,-7,-2,5,-2,0,-1,-5,1.1,1.5
CN1CCN(CCCOc2ccc(-c3ccccc3)cc2)CC1,-1,3,-1,-3,15,1,-4,-6,-0.6,1.7
COCCNC(=O)CSc1nc2cc(OC)c(OC)cc2c(=O)n1CCC1=CCCCC1,-2,18,-1,13,-6,3,10,-6,-3.5,-0.7
CCOc1ccccc1CNCC1CCCO1 (configuration not stated),-3,3,2,4,.,-1,-9,3,-0.6,-0.3
O=C(CCCc1c[nH]c2ccccc12)NCc1cccs1,0,3,1,7,-9,-2,4,3,-0.6,1.0
CC(=O)Nc1ncc2c(n1)CC(c1ccco1)CC2=O (configuration not stated),2,7,-4,-23,-5,3,-5,-1,-1.2,0.2
Cc1ccc(C(=O)Nc2cccc(-c3nc4ncccc4o3)c2)cc1,2,3,4,-17,6,-1,-3,-6,-0.5,-0.6
Cc1nnc(SCCC#N)n(CCC#N)c1=O,3,14,2,-2,-2,-3,-5,-2,-2.4,0.7
COc1ccccc1-c1nnc(SCC(=O)Nc2ccc(S(N)(=O)=O)cc2)n1C,-1,5,1,-6,0,2,-12,-1,-0.9,0.2
Cc1ccc2nc(SCC(=O)c3c[nH]c4ccccc34)[nH]c2c1,1,-20,0,-4,-1,1,-11,5,3.4,0.3
CN1CCc2[nH]c3ccc(C(=O)NN)cc3c2C1,-3,2,-6,-15,.,-1,-7,6,-0.3,-8.7
CCNC(=O)CSc1nc2ccccc2c(=O)n1-c1cccc(OC)c1,-2,5,0,6,3,-2,-11,3,-1.0,-0.5
O=C(CCNC(=O)c1ccc([N+](=O)[O-])cc1)NCCCN1CCCC1=O,3,13,-4,-28,1,11,9,-4,-2.6,0.2
Cc1cccc(OCC(=O)NCC(=O)N=Nc2c(O)[nH]c3ccc([N+](=O)[O-])cc23)c1,1,7,2,-1,0,-5,-2,-6,-1.1,0.6
CS(=O)(=O)c1ccc(C(=O)NCC2(N3CCCCC3)CCCCC2)cc1,1,5,-7,-14,-3,1,3,-4,-0.8,1.8
Cc1nn(C)c(Oc2cccc(Cl)c2)c1C(=O)Nc1ccc(F)cc1,0,0,1,3,-3,0,2,-4,0.0,-0.1
